FBW7 activator = FBW7 E3 ligase activators, primary screen, biochemical, AlphaScreen, human; AID 1259310, 2017; normalized activity (activation), % at 26.1 µM; 650,000 tested, 0.13% active; AlphaScreen FBW7–phospho-cyclin E peptide binding, activator screen; F-box/WD repeat-containing protein 7 (Homo sapiens), Q969H0; in the data active = normalized activity above about 1.9%;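 note: purified mutant Fbw7 with reduced substrate affinity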
Target sequence (Q969H0 whole entry, looked up): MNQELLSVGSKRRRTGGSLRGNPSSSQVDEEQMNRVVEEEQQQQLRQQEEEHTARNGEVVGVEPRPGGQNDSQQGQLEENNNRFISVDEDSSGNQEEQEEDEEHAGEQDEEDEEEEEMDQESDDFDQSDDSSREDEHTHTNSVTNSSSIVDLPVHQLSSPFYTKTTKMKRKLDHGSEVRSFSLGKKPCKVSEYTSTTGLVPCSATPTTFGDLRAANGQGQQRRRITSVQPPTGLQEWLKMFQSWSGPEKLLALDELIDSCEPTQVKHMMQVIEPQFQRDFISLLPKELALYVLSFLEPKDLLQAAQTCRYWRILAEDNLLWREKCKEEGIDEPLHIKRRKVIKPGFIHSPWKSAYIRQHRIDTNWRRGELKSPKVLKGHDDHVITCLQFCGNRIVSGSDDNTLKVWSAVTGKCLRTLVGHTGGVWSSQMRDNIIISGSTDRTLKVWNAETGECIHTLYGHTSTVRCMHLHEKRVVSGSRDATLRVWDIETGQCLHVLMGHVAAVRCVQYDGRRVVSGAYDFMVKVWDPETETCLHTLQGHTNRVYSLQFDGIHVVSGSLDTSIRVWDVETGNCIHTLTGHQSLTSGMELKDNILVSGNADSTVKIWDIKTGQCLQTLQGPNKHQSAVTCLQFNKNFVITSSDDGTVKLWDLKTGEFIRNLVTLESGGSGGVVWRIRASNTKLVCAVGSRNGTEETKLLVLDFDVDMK
GPR151 ag = activators of human GPR151, primary screen, cell-based, PathHunter beta-arrestin, luminescence; G-protein coupled receptor 151 (Homo sapiens), Q8TDV0; PathHunter beta-arrestin GPR151 cells; activation, % at 11.2 µM; 650,000 tested, 1% active; in the data active = activation above about 4.9%;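 note: 0% = median of compound wells and 100% = cells with positive control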
MITF primary = MITF inhibitors, primary screen, biochemical, AlphaScreen, human; 650,000 tested, 0.91% active; Microphthalmia-associated transcription factor (Homo sapiens), O75030; AlphaScreen MITF homodimerization, bead proximity signal; inhibition, % at 2.6 µM; in the data active = inhibition above about 50%;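 note: 0% = vehicle wells with protein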
TEAD-YAP inh = TEAD-YAP interaction inhibition, primary screen, TEAD-YAP interaction inhibitor project, luminescence, HEK-TIYL cells. TEAD-Gal4/YAP UAS-luciferase luminescence. 640,000 tested, 1.4% active. AID 1259422, 2018. inhibition, % at 9.12 µM; in the data active = inhibition above about 32%;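 note: 0% = median of test compound wells and 100% = reference inhibitor wells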
Active calls of the source: *.

mol	TEAD-YAP inh	MITF primary	FBW7 activator	GPR151 ag
Cc1nc2sccn2c(=O)c1S(=O)(=O)Nc1ccc(Br)cc1	1	0	0.2	1.7
Cn1c(=O)n(Cc2ccc(C(C)(C)C)cc2)c(=O)c2c1ncn2Cc1ccccc1	-7	8	0.1	0.2
CCC1CCCCN1CCCNC(=O)c1nn(-c2cccc(OC)c2)c(=O)c2ccccc12 (configuration not stated)	6	8	0.1	-1.4
CN1CCN(C(c2cccs2)c2nnnn2Cc2ccc(F)cc2)CC1 (configuration not stated)	0	21	0.8	1.5
O=C(c1ccccc1)c1ccc(NC(=O)c2sc3ccccc3c2Cl)cc1	3	17	1.6	0.2
O=c1[nH]c(/C=C/c2ccccc2)nc2sc3c(c12)CCCC3	5	16	0.2	-0.6
COC(=O)c1c(NC(=O)COc2ccc(Br)cc2)sc2c1C(C(=O)OC)CC2 (configuration not stated)	0	4	-0.1	-1.1
CCN(CC)CCNC(=O)CCC(=O)Nc1ccc2nc(N3CCCCC3)cc(C)c2c1	-60	-3	0.0	0.3
CCOC(=O)C1=C(C)N=c2s/c(=C/c3ccccc3Cl)c(=O)n2C1c1ccccc1F (configuration not stated)	-4	-12	-0.1	0.3
Cc1cc(NC(=O)CN(c2ccc(Cl)cc2)S(C)(=O)=O)ccc1Br	-6	2	-0.2	-0.6
COCCN1C(=O)C2C(C(=O)Nc3cccc(C)c3)C3C=CC2(O3)C1C(=O)NC1CCCC(C)C1C (configuration not stated)	0	-3	0.0	-0.9
COc1ccc(NC(=O)CN2Cc3ccccc3C2=O)cc1OC	-2	13	0.0	0.9
Nc1ncnc(NCCCc2ccccc2)c1[N+](=O)[O-]	-4	3	-0.1	0.3
O=C(N/N=C/c1cc(Br)ccc1O)c1cc(C2CC2)[nH]n1	16	31	-1.3	3.2
CC(=O)Nc1cccc(NC(=O)Cn2cnc3c(cnn3-c3ccc(C)c(C)c3)c2=O)c1	3	1	-0.1	-0.4
COc1ccc(OCC2c3cc(OC)c(OC)cc3CCN2C(=O)COc2ccccc2)cc1 (configuration not stated)	-3	-13	-0.1	-1.7
COc1cc(C2C(C#N)=C(N)Oc3c2ccc2ccccc32)cc(Br)c1O (configuration not stated)	64*	10	0.0	-1.3
CCOc1ccc(/C=C/C(=O)Nc2cccc(OC)c2)cc1	-6	-9	-0.1	-9.0
O=C(O)CCC(=O)c1cccc([N+](=O)[O-])c1	1	9	0.2	-0.7
COC(=O)c1cc(S(=O)(=O)n2nc(C)cc2C)c(Cl)cc1Cl	-3	14	0.2	-1.8
Cc1ccc(-c2cc(C(=O)OCC(=O)c3ccc(C)c([N+](=O)[O-])c3)c3cc(C)ccc3n2)cc1	0	4	-0.1	0.6
CN1CCC(N(C)CC(O)COC(c2ccc(F)cc2)c2ccc(F)cc2)CC1 (configuration not stated)	3	60*	-0.2	-0.5
CCC(=O)Nc1cc2nn(-c3ccc(C)cc3)nc2cc1C	30	-2	0.0	0.8
CCCCOc1ccc(C(=O)Nc2ccc(-c3ccc(NC(=O)c4ccc(OCCCC)cc4)c(C)c3)cc2C)cc1	1	-2	-0.1	-1.0
Cc1cccc(N2CCN(S(=O)(=O)c3ccc(F)c(C(=O)Nc4ccc(Br)cc4F)c3)CC2C)c1 (configuration not stated)	6	5	-0.1	-0.9
COC(=O)c1ccccc1NC(=S)NC(=O)c1cccc(OC)c1	4	-6	-0.2	-0.1
O=C1NC(=S)N/C1=C\c1cccc(Br)c1	8	4	-0.1	0.9
COc1ccc(S(=O)(=O)N(CCc2ccccc2)CC(=O)N2CCOCC2)cc1	-4	6	0.7	-0.5
O=C(NCc1nnc(SCC(=O)N2N=C(c3cccs3)CC2c2ccc(F)cc2)n1-c1cccc(C(F)(F)F)c1)c1cccs1 (configuration not stated)	5	12	0.1	-0.6
CC(C)CNC(=O)/C=C/c1cccs1	-20	-7	0.0	-0.5
CN(C)/C=C1\Cc2ccccc2NC1=C(C#N)C#N	-16	16	-0.2	-0.6
COc1ccc([N+](=O)[O-])cc1NC(=O)NCc1noc2ccccc12	9	6	-0.1	-0.2
COc1cc(/C=N/Nc2nc(C)cc(C)n2)cc(OC)c1OC	0	3	-0.2	0.3
CCOC(=O)/C(C#N)=C\Nc1ccccc1	-19	-8	-0.1	1.7
O=C(Nc1ccc(Cl)cc1C(F)(F)F)c1cc(S(=O)(=O)N2CCC(C(=O)O)CC2)ccc1F	3	9	0.1	0.3
Cc1ccc(/C=C2N=C(/C=C/c3ccc(Cl)cc3)OC/2=O)cc1	-3	8	0.1	-1.0
COC(=O)CCCNc1nc(CN2CCN(Cc3ccccc3C)CC2)nc2ccccc12	-2	11	0.0	0.2
COC(=O)c1nc(NC(=O)c2ccccc2)n[nH]1	-3	-12	0.2	1.4
CC1CC(C)CN(c2nnc(N)s2)C1 (configuration not stated)	-3	1	0.0	-0.7
O=C(CN1CCN(c2ccc(O)cc2)CC1)Nc1ccc(S(=O)(=O)N2CCCC2)cc1	1	-1	0.1	0.5
O=C1CCCC2=C1C(c1ccc(Cl)cc1)n1ncnc1N2 (configuration not stated)	2	4	0.0	-0.4
COC(=O)c1ccc(S(=O)(=O)NCCNc2nc3cc(C)cc(C)c3cc2C#N)cc1	-2	-21	1.4	0.0
Cc1cc(C(F)(F)F)c(C#N)c(SCC(=O)c2ccc(C(=O)CSc3nc(C)cc(C(F)(F)F)c3C#N)cc2)n1	-6	-6	0.3	-1.5
Cc1cccc(CNC2CCN(C)CC2c2ccccc2)c1 (configuration not stated)	11	1	-0.1	0.7
COc1ccc(C=C2C(=O)NC(=S)NC2=O)c(Br)c1	3	-25	-0.1	1.9
COc1ccc(-c2cc3nc(C)c(Cl)c(=O)n3[nH]2)cc1OC	-16	-6	0.1	-1.7
CCN(c1ccc(C)cc1)S(=O)(=O)c1nnc(NC(=O)c2ccccc2Cl)s1	-8	-7	-0.1	0.6
C=CCN1C(=O)C(C(c2cccc([N+](=O)[O-])c2)C2C(=O)NC(=S)N(CC=C)C2=O)C(=O)NC1=S (configuration not stated)	4	0	0.0	-0.8
O=C(Nc1ccccn1)c1cc2cc(Br)ccc2oc1=O	-81	-14	-0.2	-0.6
O=C(CC(=O)c1ccc(Cl)cc1)C(=O)Nc1ccccc1	2	5	0.0	2.5

Molecules listed so far that contain a COOH group, in the order listed:
mol	TEAD-YAP inh	MITF primary	FBW7 activator	GPR151 ag
O=C(O)CCC(=O)c1cccc([N+](=O)[O-])c1	1	9	0.2	-0.7
O=C(Nc1ccc(Cl)cc1C(F)(F)F)c1cc(S(=O)(=O)N2CCC(C(=O)O)CC2)ccc1F	3	9	0.1	0.3

Next entries follow.
mol	TEAD-YAP inh	MITF primary	FBW7 activator	GPR151 ag
CC(=O)Nc1nc2n(n1)C(c1ccc(Cl)cc1)C=C(C)N2 (configuration not stated)	5	7	-0.1	-0.8
O=C1C2CC=CCC2C(=O)N1Cc1ccccc1Cl (configuration not stated)	6	19	0.4	-0.6
CCCc1cc(=O)[nH]c(NCc2ccc(Cl)cc2)n1	12	1	0.0	0.8
O=C(Nc1ccc(NC(=O)c2cccs2)nc1)c1cccc(F)c1	-48	10	0.1	-1.6
CC(=O)Nc1ccc(NC(=O)C/C(C)=N/NC(N)=S)cc1	-3	5	-0.1	0.3
CCCCCOC(=O)C1=C(C)NC2=C(C1c1ccc(OCC)cc1)C(C)(C)CC(=O)C2 (configuration not stated)	7	-15	0.0	0.7
Cc1ccc(S(=O)(=O)N2CCOCC2)cc1C(=O)OCC(=O)c1ccc(F)cc1	-5	2	0.3	-0.1
Cc1cc2cc(CNC(=O)c3cc(Cl)ccc3[N+](=O)[O-])ccc2[nH]1	8	-234	-0.2	-0.7
N#CCCN(CCC#N)C(=O)c1ccc([N+](=O)[O-])s1	-1	-2	0.0	-1.1
CC1(C)C2CC=C(/C=N/Nc3ccc(S(N)(=O)=O)cc3[N+](=O)[O-])C1C2 (configuration not stated)	11	30	0.0	1.5
CCCN(CCC)C(=O)CCN1C(=O)C2C3C=CC(C3)C2C1=O (configuration not stated)	1	-9	-0.1	0.0
COc1ccc(NC(=O)c2ccc3ccccc3n2)cc1	-71	-7	-0.1	-0.7
Cc1cc2c(cc3c(=O)n(CC(N)=O)nc(C)n32)s1	0	0	-0.1	-0.5
CCN1CCN(c2nc(C)c3c(n2)CC(c2cccs2)CC3=O)CC1 (configuration not stated)	-3	12	0.0	0.0
O=C(O)c1ccc(NC(=O)c2cccc(C(=O)Nc3ccc(C(=O)O)cc3)n2)cc1	-3	-2	0.0	-2.4
Oc1ccc(Cl)cc1/C=N/Nc1nnc2c(n1)[nH]c1ccccc12	-9	3	0.0	1.4
COC(=O)c1cccc(-c2cc(Cl)c3c(c2)CC(CNC(=O)CNC(C)=O)O3)c1 (configuration not stated)	10	6	1.0	-0.1
Cc1c(C(=O)O/N=C(\N)c2ccccc2)cccc1[N+](=O)[O-]	-54	3	-0.3	0.5
COc1cccc(NC(=O)c2sc3[nH]c(=O)c(C(=O)O)cc3c2N)c1	-15	6	0.2	-0.5
N#C/C(=C/c1cn(CC(=O)O)c2ccccc12)C(=O)NCc1ccccc1	-2	-4	0.2	-0.8
COc1ccc(NS(=O)(=O)c2cc3c(cc2C)N(C)CCO3)cc1Cl	1	6	0.0	0.2
COc1ccccc1OCCNC(=O)c1cc(SC)ccc1Cl	1	16	0.2	-1.4
O=Cc1c(O)ccc2cc(Br)ccc12	5	-6	-0.1	-0.5
CS(=O)(=O)N1CCC(C(=O)N2CCCC2c2nc3ccccc3[nH]2)CC1 (configuration not stated)	-6	-2	0.0	-0.2
Cc1ccc(C)c(N2CCN(C(=O)Cn3ncc4c3-c3ccccc3OC4)CC2)c1	-3	1	-0.1	-0.5

4 structures already listed, sorted by SMILES length, highest first:
mol	TEAD-YAP inh	MITF primary	FBW7 activator	GPR151 ag
O=C(NCc1nnc(SCC(=O)N2N=C(c3cccs3)CC2c2ccc(F)cc2)n1-c1cccc(C(F)(F)F)c1)c1cccs1 (configuration not stated)	5	12	0.1	-0.6
C=CCN1C(=O)C(C(c2cccc([N+](=O)[O-])c2)C2C(=O)NC(=S)N(CC=C)C2=O)C(=O)NC1=S (configuration not stated)	4	0	0.0	-0.8
Cc1ccc(-c2cc(C(=O)OCC(=O)c3ccc(C)c([N+](=O)[O-])c3)c3cc(C)ccc3n2)cc1	0	4	-0.1	0.6
COc1ccccc1OCCNC(=O)c1cc(SC)ccc1Cl	1	16	0.2	-1.4

Next part.
mol	TEAD-YAP inh	MITF primary	FBW7 activator	GPR151 ag
Cc1cc(C)n(CCCNC(=O)c2ncoc2-c2ccc(F)cc2)n1	-5	-10	-0.2	0.0
Cc1cc(C)c2cccc(NC(=O)c3ccccc3F)c2n1	-2	10	0.1	1.3
N#CC1=C(N)N(c2ncn[nH]2)C2=C(C(=O)CC(c3ccccc3)C2)C1c1ccc(F)cc1 (configuration not stated)	0	-5	0.6	-1.0
CN1CCN(C(=O)c2ccc(-c3ccc(C(=O)NCCCN4CCCC4=O)s3)cc2)CC1	2	-8	0.0	-1.2
CCCOC(=O)C(CCCCNC(=O)c1ccccc1)NC(=O)c1ccccc1 (configuration not stated)	-14	34	-0.2	-0.2
CCOC(=O)c1ccc(OCC2c3cc(OC)c(OC)cc3CCN2C(=O)C2CCCCC2)cc1 (configuration not stated)	-11	8	-0.1	0.1
Cc1ccc(C(=O)NCC(=O)OCC(=O)Nc2ccc(Br)c(C)c2)s1	6	-3	0.0	0.6
Cc1cccc(N2C(=O)CC(Cc3ccc(Cl)cc3)C2=O)c1Cl (configuration not stated)	8	2	0.0	-1.8
Cn1c(Nc2nc(NCc3ccccc3)c3ncn(-c4ccsc4)c3n2)nc2ccccc21	11	-3	0.1	2.9
N#Cc1ccc(OCC(=O)NNC(=O)c2ccc(F)cc2)cc1	-8	-6	-0.1	2.6
COc1ccc(C2Nc3ccccc3C(=O)N2Cc2ccco2)cc1 (configuration not stated)	-20	-4	-0.1	1.0
COc1cc(C2C=C(c3ccccc3)Nc3nc(C(F)(F)F)nn32)ccc1O (configuration not stated)	2	14	0.2	-0.9
Cc1cc2cc(CNC(=O)Nc3cccc(Cl)c3)ccc2[nH]1	-29	-17	0.1	-0.5
COCc1nc2ccccc2n1CCCOc1ccccc1C	-2	14	0.4	0.4
CCCCOC(=O)CSC1=C(C#N)C(c2ccc3c(c2)OCO3)CC(=O)N1 (configuration not stated)	-18	-8	-0.1	-0.2
COc1ccc(OC)c(NC(=O)Nc2ccc(C)cn2)c1	-51	5	-0.2	-1.1
COc1cc(/C=C2/C(=N)N3C=C(C)SC3=NC2=O)ccc1OCc1ccc2c(c1)OCO2	-35	-7	0.1	-3.0
O=C(Nc1c(C(=O)N2CCOCC2)cnn1-c1ccccc1)c1ccc([N+](=O)[O-])cc1	-3	5	-0.1	0.8
Cc1nc2c(ccc3nc(NC(=O)c4ccc(C(=O)c5ccccc5)cc4)sc32)s1	-1	3	0.2	-0.6
O=S(=O)(NCc1ccco1)c1ccc(F)cc1	1	1	0.3	0.8
O=C(c1cccc(C(F)(F)F)c1)N1CCc2nc3ccccn3c(=O)c2C1	-6	7	-0.1	-1.2
